NLRP3 yeast inh: NALP3 inhibition in yeast; 330,000 tested, 0.39% active; inhibition, % at 10 µM; Yeast reconstituted NLRP3/ASC/caspase-1, beta-gal luminescence, 24 h;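 active means inhibition of 50% or more; inactive means inhibition below 50%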;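 further: plate controls were induced DMSO wells for no effect and uninduced yeast grown without galactose for full effect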
SENP1 FRET inh: blocks the human SENP1 SUMO protease catalytic domain. recombinant SENP1 catalytic domain, CyPet-SUMO1-YPet FRET cleavage. 360,000 tested, 0.21% active. inhibition, % at 10 µM. AID 624204;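 active means inhibition at least 30% at 10 µM, raw YFP signal under a set limit, fluorescence ratio 0.5 to 1.5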;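 further: 0% = enzyme with DMSO and 100% = no enzyme wells; some results filed as inactive read as strong as hits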
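Material – human SENP1 catalytic domain · Input – SENP1 enzyme, 20 pM final · Compound dosing – single concentration of 10 µM compound, 0.5% DMSO final · Timing – enzyme reaction for 50 min at room temperature, dark · Measured by – FRET fluorescence in CFP and YFP emission channels · Control set – no-enzyme wells low, DMSO-plus-enzyme wells high control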
SENP6 inh: inhibitors of human SENP6 protease. Recombinant SENP6 catalytic domain, aminoluciferin luminescence. Q9GZR1. 330,000 tested, 1.8% active. AID 2599. inhibition, % at 10 µM;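 active means inhibition above about 50% at the single tested dose, limit read from the data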;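 further: plate controls were DMSO wells with enzyme for no effect and DMSO wells lacking enzyme for full effect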
PfGluPho inh: PfG6PD (Plasmodium falciparum) enzyme inhibition; PfGluPho enzyme, NADPH resazurin-diaphorase fluorescence; inhibition, % at 20 µM; 350,000 tested, 0.78% active; AID 504690;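 active means inhibition reaching at least a set limit at 20 µM in the primary screen, cut at about 59% in these data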;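 further: 0% = DMSO wells with substrate and 100% = DMSO wells lacking glucose-6-phosphate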
SENP8 block-1: inhibitors of human SENP8 protease | Q96LD8 | recombinant SENP8, Nedd8 substrate fluorescence | inhibition, % at 20 µM | 360,000 tested, 0.64% active | AID 602440; in the data active means inhibition mostly above about 40%, no sharp cut-off; inactive means mostly below about 27%
HKDC1 inh: blocks human hexokinase HKDC1 activity; Q2TB90; recombinant HKDC1, G6PDH/diaphorase resazurin coupled fluorescence; inhibition, % at 20 µM; 340,000 tested, 0.16% active;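 active means inhibition above about 35% when tested at 20 µM, limit read from the data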;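 further: plate controls were DMSO wells with enzyme for no effect and DMSO wells lacking enzyme for full effect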
Target sequence (Q2TB90 whole entry, looked up): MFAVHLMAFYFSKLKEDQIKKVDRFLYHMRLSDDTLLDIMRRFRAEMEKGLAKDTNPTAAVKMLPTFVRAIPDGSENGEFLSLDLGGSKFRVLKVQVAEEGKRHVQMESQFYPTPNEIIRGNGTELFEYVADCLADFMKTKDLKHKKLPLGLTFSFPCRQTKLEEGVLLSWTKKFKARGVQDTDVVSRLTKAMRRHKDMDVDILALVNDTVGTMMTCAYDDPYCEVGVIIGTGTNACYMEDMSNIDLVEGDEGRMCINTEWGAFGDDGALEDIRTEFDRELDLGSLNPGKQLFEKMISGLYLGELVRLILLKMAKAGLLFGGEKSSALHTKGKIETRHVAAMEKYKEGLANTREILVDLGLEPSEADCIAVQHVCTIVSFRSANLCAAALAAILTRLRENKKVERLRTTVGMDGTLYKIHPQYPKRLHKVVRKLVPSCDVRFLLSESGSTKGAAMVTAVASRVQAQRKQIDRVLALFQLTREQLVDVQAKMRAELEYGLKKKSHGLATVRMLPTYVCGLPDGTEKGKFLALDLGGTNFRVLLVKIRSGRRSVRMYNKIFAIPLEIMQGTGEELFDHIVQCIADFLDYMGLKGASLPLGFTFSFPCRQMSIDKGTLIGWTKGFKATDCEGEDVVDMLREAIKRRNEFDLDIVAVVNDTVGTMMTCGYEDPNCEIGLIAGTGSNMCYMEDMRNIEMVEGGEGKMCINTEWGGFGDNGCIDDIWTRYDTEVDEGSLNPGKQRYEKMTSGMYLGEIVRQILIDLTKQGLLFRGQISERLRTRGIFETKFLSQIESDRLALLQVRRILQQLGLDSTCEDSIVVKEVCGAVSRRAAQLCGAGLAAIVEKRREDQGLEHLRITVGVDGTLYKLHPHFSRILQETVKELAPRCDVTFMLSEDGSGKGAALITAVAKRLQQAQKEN
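Material – in-house recombinant HK5 (HKDC1) enzyme · Quantity – HKDC1 at 5 µg/mL · Buffer or medium – pH 8.0 Tris buffer with 10 mM MgCl2 · Reagent – glucose with 1 mM ATP · Dosing – single 20 µM dose · Times – reaction time 90 min, room temperature, protected from light · Technique – resorufin fluorescence at 613 nm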
Apaf-1 inh: blocks human Apaf-1 apoptosome activity; AID 489030; reconstituted apoptosome caspase-3 activity, DEVD-Rh110 fluorescence; inhibition, % at 20 µM; O14727; 330,000 tested, 0.71% active; active means inhibition of at least 40% at 20 µM;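 further: plate controls were DMSO wells for no effect and DEVD-CHO caspase inhibitor wells for full effect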
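Medium: Hepes buffer, pH 7.5 / System: biochemical Apaf-1 apoptosome reconstitution / Measured by: Rh110 fluorescence, excitation 480 nm, emission 540 nm / Times: compound with Apaf-1, dATP, procaspase-3 30 min, then 50 min reaction, room temperature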
SENP7 block: SENP7 protease inhibition; 330,000 tested, 1.5% active; inhibition, % at 5 µM; recombinant SENP7, Z-RLRGG-aminoluciferin luminescence, 40 min; Q9BQF6;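 active means inhibition above about 50% at the single test dose, limit read from the data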;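 further: plate controls were DMSO with enzyme for no effect and no enzyme buffer wells for full effect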
SENP8 block-2: blocks the human protease SENP8; Q96LD8; purified SENP8, Z-RLRGG-aminoluciferin cleavage, luminescence; inhibition, % at 10 µM; 330,000 tested, 1.2% active; AID 2540; in the data active means inhibition above about 50%
* hit, by the source's call; . = not tested or not shown.

(1) COC(=O)CSC1=C(C#N)C(c2ccc(Cl)cc2)C(C(=O)OC)C(=O)N1 (stereo not drawn)
(2) COCCNC(=S)N/N=C/c1ccc(OCc2ccc(C(=O)OC)cc2)c(OC)c1
(3) Cc1ccc(/C=N/n2nnnc2N)cc1[N+](=O)[O-]
(4) COC(=O)N1C(=O)[C@](c2ccccc2)(C2CCCCC2)N1C(=O)OC
(5) CCCn1c(=N)n(CC(=O)c2ccc(Cl)c(Cl)c2)c2ccccc21
(6) COc1ccc(C2C(C#N)=C(N)N(Nc3ccccc3)C3=C2C(=O)CC(C)(C)C3)cc1C (stereo not drawn)
(7) Cc1c(Cl)cccc1NC(=O)CC(C(=O)O)C1CCCO1 (stereo not drawn)
(8) CCCN1CC23C=CC(O2)C(C(=O)O)C3C1=O (stereo not drawn)
screen / no.	1	2	3	4	5	6	7	8
NLRP3 yeast inh	-8	3	3	12	23	0	-5	10
SENP1 FRET inh	3	.	1	1	3	-124	1	0
SENP6 inh	10	8	-13	-11	4	-1	2	1
PfGluPho inh	8	-16	-9	-14	58	13	-10	-8
SENP8 block-1	19	.	23	-14	9	-428	10	17
HKDC1 inh	-5	-5	-3	7	-3	4	-4	2
Apaf-1 inh	5	-9	4	-4	12	12	-9	-3
SENP7 block	4	-3	9	-5	1	13	-1	-4
SENP8 block-2	4	1	2	9	1	-2	7	2

Retrieved by structure from the list above (three):
(6) COc1ccc(C2C(C#N)=C(N)N(Nc3ccccc3)C3=C2C(=O)CC(C)(C)C3)cc1C (stereo not drawn)
(2) COCCNC(=S)N/N=C/c1ccc(OCc2ccc(C(=O)OC)cc2)c(OC)c1
(8) CCCN1CC23C=CC(O2)C(C(=O)O)C3C1=O (stereo not drawn)
screen / no.	6	2	8
NLRP3 yeast inh	0	3	10
SENP1 FRET inh	-124	.	0
SENP6 inh	-1	8	1
PfGluPho inh	13	-16	-8
SENP8 block-1	-428	.	17
HKDC1 inh	4	-5	2
Apaf-1 inh	12	-9	-3
SENP7 block	13	-3	-4
SENP8 block-2	-2	1	2

Further results follow:
(9) NC(N)=N/N=C/c1ccc(OCc2ccccc2)c(OCc2ccccc2)c1
(10) CC(=O)Nc1ccc2sc(C)nc2c1
(11) O=C(CCCOc1ccccc1)N1CCN(S(=O)(=O)c2cccs2)CC1
(12) N/C(=N\OC(=O)c1ccc2ccccc2c1)c1cccc([N+](=O)[O-])c1
(13) Cc1nn(C)c(NC(=O)c2ccc(Cl)cc2Cl)c1Br
(14) CC(C)(C)OC(=O)[C@H](Cc1ccccc1)NC(=O)c1nc[nH]c1C(=O)N1CCNCC1
(15) NS(=O)(=O)c1ccc(NC(=S)NCC2CCCO2)cc1 (stereo not drawn)
(16) CCCCc1nnc(NC(=O)c2oc3ccccc3c2C)s1
screen / no.	9	10	11	12	13	14	15	16
NLRP3 yeast inh	0	1	17	8	22	8	14	9
SENP1 FRET inh	1	0	2	4	0	1	0	-2
SENP6 inh	-24	3	-11	1	-6	-23	-7	23
PfGluPho inh	1	18	6	0	2	-19	39	20
SENP8 block-1	13	19	17	7	7	9	13	-36
HKDC1 inh	-11	-5	-4	-4	-3	4	-15	2
Apaf-1 inh	61*	-27	1	-8	0	11	9	20
SENP7 block	2	11	-11	16	3	12	1	-11
SENP8 block-2	-15	8	-6	-13	1	1	-3	-11

(17) Cc1ccc(CNC(=O)Cn2c(=O)n(CC(=O)N3CCCCC3)c(=O)c3sccc32)cc1
(18) CCOC(=O)C(=CNc1ccc(C#N)cc1)C(=O)OCC
(19) O=C(Nc1cnn(C23CC4CC(CC(C4)C2)C3)c1)c1cc(-c2ccccc2)on1
(20) Cc1nn(-c2ccccc2)c(Cl)c1C(=O)NCC(=O)O
(21) NS(=O)(=O)c1cc2c(cc1Cl)NC(C1CC3C=CC1C3)NS2(=O)=O (stereo not drawn)
(22) Cc1cccc(N2CCN(C(=O)c3cc(S(=O)(=O)N4CCOCC4)cn3C)CC2C)c1 (stereo not drawn)
(23) Cc1ccccc1CC1(CO)CCCN(Cc2nc(-c3cccs3)oc2C)C1 (stereo not drawn)
(24) O=C(CN1CCc2ccccc2C1)Nc1cc(S(=O)(=O)N2CCOCC2)ccc1N1CCOCC1
(25) CC(=O)Nc1cccc(NC(=O)CSc2nnc3ccc(-c4ccccn4)nn23)c1
(26) O=C(CSc1nc2ccc(Cl)cc2[nH]1)N1CCN(C(=O)c2ccco2)CC1
(27) Cc1ccc(Cl)cc1NC(=O)CSc1sc2c(O)cc(=O)[nH]c2c1C#N
screen / no.	17	18	19	20	21	22	23	24	25	26	27
NLRP3 yeast inh	11	43	-4	-4	8	-1	8	15	14	-8	14
SENP1 FRET inh	3	1	3	0	1	2	-9	-2	0	0	-9
SENP6 inh	4	-8	-13	-2	-6	-6	-20	-3	10	-6	2
PfGluPho inh	3	-11	6	-3	-9	-21	-3	-12	-15	30	10
SENP8 block-1	10	13	7	18	4	1	1	-3	-34	13	-45
HKDC1 inh	-9	13	-10	-10	10	0	-4	11	3	-3	6
Apaf-1 inh	-14	1	3	7	-4	-2	-4	20	0	7	11
SENP7 block	2	4	6	5	1	0	1	-9	-8	-5	7
SENP8 block-2	1	-2	-2	1	3	4	-5	-9	2	-6	10

2 entries from above, set out differently:
no.	molecule	NLRP3 yeast inh	SENP1 FRET inh	SENP6 inh	PfGluPho inh	SENP8 block-1	HKDC1 inh	Apaf-1 inh	SENP7 block	SENP8 block-2
11	O=C(CCCOc1ccccc1)N1CCN(S(=O)(=O)c2cccs2)CC1	17	2	-11	6	17	-4	1	-11	-6
16	CCCCc1nnc(NC(=O)c2oc3ccccc3c2C)s1	9	-2	23	20	-36	2	20	-11	-11

An excerpt from above, showing only NLRP3 yeast inh and PfGluPho inh.
cpd | smiles | NLRP3 yeast inh | PfGluPho inh
21 | NS(=O)(=O)c1cc2c(cc1Cl)NC(C1CC3C=CC1C3)NS2(=O)=O (stereo not drawn) | 8 | -9
22 | Cc1cccc(N2CCN(C(=O)c3cc(S(=O)(=O)N4CCOCC4)cn3C)CC2C)c1 (stereo not drawn) | -1 | -21
23 | Cc1ccccc1CC1(CO)CCCN(Cc2nc(-c3cccs3)oc2C)C1 (stereo not drawn) | 8 | -3
24 | O=C(CN1CCc2ccccc2C1)Nc1cc(S(=O)(=O)N2CCOCC2)ccc1N1CCOCC1 | 15 | -12

From PubChem
